Compound activity as filed in PubChem.
FadD28 binding – inhibitors of FadD28 bisubstrate probe binding, primary screen, biochemical, fluorescence polarization, single point; Mycobacterium tuberculosis FadD28 fatty-acid-AMP ligase; inhibition, % at 12.5 µM; actives 0.22% (n = 360,000); AID 588549, 2011; in the data active = inhibition above about 8.5%, passing the limit was not always enough; inconclusive = no clear call, values can overlap the other calls
FBA Mtb inh – Mtb FBA enzyme inhibitors, primary screen, biochemical, fluorescence, strain H37Rv. Fructose-bisphosphate aldolase (Mycobacterium tuberculosis (strain ATCC 25618 / H37Rv)), …. purified M. tuberculosis FBA, fluorescence read-out. inhibition, % at 1 µM. actives 2.3% (n = 360,000). AID 588726, 2011; in the data active = inhibition above about 27%;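 note: 0% = vehicle and 100% = reference inhibitor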
Target sequence (P9WQA3 whole entry, looked up): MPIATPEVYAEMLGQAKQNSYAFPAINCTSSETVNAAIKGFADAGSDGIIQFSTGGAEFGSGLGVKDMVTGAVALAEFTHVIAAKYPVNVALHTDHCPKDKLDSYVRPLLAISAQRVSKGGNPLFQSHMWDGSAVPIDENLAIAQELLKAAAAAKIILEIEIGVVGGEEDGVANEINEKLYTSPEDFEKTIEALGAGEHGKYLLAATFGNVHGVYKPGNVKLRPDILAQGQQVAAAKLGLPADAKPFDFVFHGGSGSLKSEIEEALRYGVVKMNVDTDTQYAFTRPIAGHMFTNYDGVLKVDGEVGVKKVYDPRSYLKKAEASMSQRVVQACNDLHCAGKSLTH
GDH-TPI inh – GDH-TPI coupling enzyme inhibitors, primary screen, artefact control for M. tuberculosis FBA inhibitor project, biochemical, absorbance, full deck; GDH-TPI coupled enzyme counterscreen, NADH absorbance; inhibition, % at 4.8 µM; actives 1.2% (n = 360,000);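 note: 0% = DMSO wells and 100% = wells lacking the enzyme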
BoNT-F LC inh – BoNT/F light chain protease inhibitors, primary screen, biochemical, flow cytometry, MLPCN library | Botulinum neurotoxin type F light chain protease (Clostridium botulinum) | Multiplex microsphere protease cleavage assay | inhibition, % at 10 µM | actives 0.22% (n = 360,000) | AID 588497, 2011; in the data active = inhibition above about 35%, passing the limit was not always enough; inconclusive = no clear call, values can overlap the other calls; note: plate controls were buffer without enzyme for full effect and enzyme alone for no effect
BioA inh – M. tuberculosis BioA enzyme inhibitors, primary screen, biochemical, plate reader, single point, HTS; 7,8-diaminopelargonic acid synthase BioA (Mycobacterium tuberculosis); purified M. tuberculosis BioA enzyme; inhibition, % at 9.99 µM; actives 0.096% (n = 360,000); AID 602481, 2012; in the data active = inhibition above about 40%; inconclusive = no clear call, values can overlap the other calls
MazEF act – activators of E. coli MazEF toxin-antitoxin RNase, primary screen, biochemical, fluorescence, uHTS; activation, % at 20 µM; AID 504720, 2011; FAM/BHQ RNA-DNA oligo cleavage fluorescence, 5 h; actives 0.32% (n = 350,000); in the data active = activation above about 50%
Target sequence (P0AE70 whole entry, looked up): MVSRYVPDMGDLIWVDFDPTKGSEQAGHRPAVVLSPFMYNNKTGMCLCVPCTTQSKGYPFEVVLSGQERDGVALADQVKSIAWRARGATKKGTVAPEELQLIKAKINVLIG
DUSP3 inh – VHR1 phosphatase inhibitors, primary screen, biochemical, absorbance, uHTS. recombinant VHR phosphatase, pNPP absorbance. Dual specificity protein phosphatase 3 (Homo sapiens), P51452. actives 0.52% (n = 290,000). inhibition, % at 13.3 µM; in the data active = inhibition above about 50%; note: some compounds called inactive have numbers as strong as hits
Target sequence (P51452 whole entry, looked up): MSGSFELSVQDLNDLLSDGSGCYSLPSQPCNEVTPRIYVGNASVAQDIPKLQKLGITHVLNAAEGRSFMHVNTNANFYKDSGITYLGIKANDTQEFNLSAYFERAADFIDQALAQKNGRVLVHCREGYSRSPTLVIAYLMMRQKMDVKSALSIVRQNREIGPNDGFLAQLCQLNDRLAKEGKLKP
CCHFV vOTU inh – CCHFV vOTU protease inhibitors, primary screen, biochemical, Pep-AMC substrate, fluorescence; Crimean-Congo hemorrhagic fever virus L polyprotein viral ovarian tumor (vOTU) protease …; inhibition, % at 11.5 µM; actives 0.55% (n = 370,000); AID 651958, 2012; note: 0% = vehicle wells with enzyme and 100% = no enzyme wells
UGM FP inh – M. tuberculosis UGM enzyme inhibitors, primary screen, biochemical, fluorescence polarization, single point; purified UGM, fluorescence polarization probe displacement; AID 504406, 2011; actives 0.06% (n = 320,000); inhibition, % at 10 µM; UDP-galactopyranose mutase (Mycobacterium tuberculosis (strain ATCC 25618 / H37Rv)), …; in the data active = inhibition above about 10%, passing the limit was not always enough; inconclusive = no clear call, values can overlap the other calls
Target sequence (P9WIQ1 whole entry, looked up): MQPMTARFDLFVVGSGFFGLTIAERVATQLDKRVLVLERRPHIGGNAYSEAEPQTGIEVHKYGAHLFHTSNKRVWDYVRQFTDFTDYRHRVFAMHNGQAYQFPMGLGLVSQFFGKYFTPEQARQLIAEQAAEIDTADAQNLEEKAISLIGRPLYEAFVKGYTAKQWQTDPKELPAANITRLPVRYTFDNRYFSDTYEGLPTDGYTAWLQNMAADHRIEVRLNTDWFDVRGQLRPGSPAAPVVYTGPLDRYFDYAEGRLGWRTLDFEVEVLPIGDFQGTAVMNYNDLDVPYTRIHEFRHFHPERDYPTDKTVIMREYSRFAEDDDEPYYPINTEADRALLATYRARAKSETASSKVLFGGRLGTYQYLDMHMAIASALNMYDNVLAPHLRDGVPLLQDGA
Rv3671c inh – Rv3671c serine protease inhibitors, primary screen, biochemical, fluorescence polarization, M. tuberculosis H37Rv; inhibition, % at 5.96 µM; AID 2606, 2010; actives 0.048% (n = 320,000); P9WHR9; in the data active = inhibition above about 38%;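 note: extracellular domain of Rv3671c used as enzyme; 0% = enzyme with DMSO and 100% = no enzyme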
* marks the source's active call; other numbers are inactive results; ? = inconclusive; nt = not tested or not shown. Cut-off read from the data, not from the text of the source, unless noted: active = inhibition above about 30%; inactive = the rest.

1: COCCCNC(=S)NNC(=S)NCCCOC
2: CC1(OC(=O)C2CCCC2)C(=O)C=C2C=C(c3ccc(C#N)cc3)OC=C2C1=O (stereo not drawn)
3: O=C(O)CCC(=O)c1ccc2ccc3cccc4ccc1c2c34
4: CCC(C)NC(=S)N1CCN(C(c2ccccc2)c2ccccc2)CC1 (stereo not drawn)
5: O=C(Cn1c(C(=O)NCC2CCCO2)cc2sccc21)c1ccccc1 (stereo not drawn)
6: CC(C)N1CCN(Cc2ccncc2)CC1CCO (stereo not drawn)
7: CCC(=O)c1c(NC(C)C)cc(C)oc1=O
8: COc1ccc(NC(=O)c2cn(CCC#N)nc2-c2cccc([N+](=O)[O-])c2)cc1
assay / entry	1	2	3	4	5	6	7	8
FadD28 binding	0.4	?	nt	-5.8	-0.2	-0.7	-1.7	-0.9
FBA Mtb inh	1	-5	nt	-3	2	2	-1	4
GDH-TPI inh	-3	9	nt	2	13	2	6	7
BoNT-F LC inh	-6	-4	nt	-4	0	0	3	6
BioA inh	-0.5	0.1	nt	0.0	4.2	nt	nt	nt
MazEF act	-13	-1	nt	-6	2	15	9	11
DUSP3 inh	9	nt	-31	4	0	13	-12	21
CCHFV vOTU inh	8	13	-155	4	nt	1	4	-3
UGM FP inh	-0.4	3.3	3.4	-2.2	-2.6	0.0	-0.1	2.8
Rv3671c inh	-4	-10	-21	-9	6	1	3	-5

A different layout for part of the listing above:
no.	SMILES	FadD28 binding	FBA Mtb inh	GDH-TPI inh	BoNT-F LC inh	BioA inh	MazEF act	DUSP3 inh	CCHFV vOTU inh	UGM FP inh	Rv3671c inh
1	COCCCNC(=S)NNC(=S)NCCCOC	0.4	1	-3	-6	-0.5	-13	9	8	-0.4	-4
2	CC1(OC(=O)C2CCCC2)C(=O)C=C2C=C(c3ccc(C#N)cc3)OC=C2C1=O (stereo not drawn)	?	-5	9	-4	0.1	-1	nt	13	3.3	-10

The results go on:
9: COc1cccc(CCC2C(=O)CCCC2=O)c1
10: CCc1sc(C(=O)Nc2ccsc2C(=O)OC)cc1Br
11: Cc1ccccc1Nc1cc2ccccc2c(=O)[nH]1
12: CCCCCC(=O)N1C[C@@H](O)[C@H](n2cc(C3CC3)nn2)C[C@@H]1c1ccccc1
13: CCOC(=O)CNc1nc(C#N)nc(N2CCOCC2)n1
14: O=C(CN1CCc2ccccc21)NC(=O)NCc1ccccc1
15: CCN(CC)C(=O)CN(c1ccc(C)cc1)S(=O)(=O)c1ccc(SC)cc1
16: CC(=O)c1ccc(OCC(=O)NC2CCCN(Cc3ccccc3F)C2)cc1 (stereo not drawn)
assay / entry	9	10	11	12	13	14	15	16
FadD28 binding	1.4	-1.0	1.1	-3.0	-3.0	-0.6	-4.2	0.6
FBA Mtb inh	4	0	8	1	2	2	-1	6
GDH-TPI inh	8	8	14	4	8	-1	5	14
BoNT-F LC inh	-9	-4	-1	-5	-6	2	13	15
BioA inh	nt	nt	nt	nt	-0.4	nt	0.4	1.9
MazEF act	-2	2	3	6	2	-7	-3	0
DUSP3 inh	nt	32	21	nt	11	17	23	-13
CCHFV vOTU inh	-3	-11	nt	8	7	7	9	0
UGM FP inh	nt	-2.4	1.5	nt	1.7	-0.6	0.8	nt
Rv3671c inh	nt	6	-126	nt	-6	3	4	nt

17: Oc1ccc(-c2cnns2)c(O)c1
18: COc1ccccc1OCCSc1nc2ccccc2c(=O)[nH]1
19: CCc1ccccc1NC(=O)c1noc(C(C)C)c1[N+](=O)[O-]
20: COc1ccc(/C=C2\SC(=S)N(CCC(=O)Nc3ccc(C(=O)O)cc3)C2=O)cc1OC
21: Cn1c(=O)oc2cc(S(=O)(=O)NCCC(=O)NCCc3ccc(Cl)cc3)ccc21
22: COc1ccccc1NC(=O)Nc1nc(C(N)Cc2ccc(C(F)(F)F)cc2)cs1 (stereo not drawn)
23: Cc1ccc(CN(Cc2ccco2)C(=S)Nc2ccccc2C)cc1
24: CCNC(=O)NC(=O)COC(=O)c1cccc(NS(=O)(=O)/C=C/c2ccccc2)c1
assay / entry	17	18	19	20	21	22	23	24
FadD28 binding	-3.0	-1.6	-3.8	-2.4	-3.5	-7.3	-1.6	-5.9
FBA Mtb inh	-2	2	-8	3	1	-1	-1	0
GDH-TPI inh	0	-4	-4	5	-9	5	12	-4
BoNT-F LC inh	-3	-11	-1	2	1	-14	-7	1
BioA inh	nt	-0.8	nt	-1.9	nt	-2.2	nt	-2.2
MazEF act	34	-2	0	-37	-6	nt	1	-1
DUSP3 inh	-5	-4	12	57*	-9	nt	10	-10
CCHFV vOTU inh	-10	1	2	nt	-1	10	-8	-4
UGM FP inh	-1.6	0.4	2.2	3.0	-2.1	nt	-2.9	1.8
Rv3671c inh	-11	1	-13	-7	2	nt	5	-4

25: COc1ccc(N2CC(C(=O)OCC(=O)Nc3cc(C)on3)CC2=O)cc1 (stereo not drawn)
26: O=C(c1ccccc1)c1nn(-c2ccc(Cl)cc2)cc1C(=O)c1cc2ccccc2oc1=O
27: O=c1[nH]c(CN2CCOCC2)nc2scc(-c3ccccc3)c12
28: CN(CC(=O)Nc1ccccc1C(F)(F)F)C(=O)c1cc(-c2cccs2)nn1-c1ccccc1
29: CC1(C)CC(=O)C(C=Nc2ccc3[nH]ncc3c2)=C(O)C1
30: O=C(OC1CCCCC1=O)c1cc(Cl)ccc1[N+](=O)[O-] (stereo not drawn)
31: COc1ccc(OCCCC(=O)Nc2cccnc2)cc1
32: CCc1ccc(-n2c(=O)c3c(C)c(C)sc3n(CC(=O)NCC3CCCO3)c2=O)cc1 (stereo not drawn)
assay / entry	25	26	27	28	29	30	31	32
FadD28 binding	-4.0	-2.2	-3.5	-1.4	-0.9	1.3	-4.5	-1.2
FBA Mtb inh	0	-2	-1	4	7	0	-1	1
GDH-TPI inh	-5	2	-10	-9	36*	2	-2	3
BoNT-F LC inh	-1	-2	-3	?	-10	11	-13	2
BioA inh	-0.6	-0.7	nt	nt	1.5	nt	nt	nt
MazEF act	-2	-29	1	-1	10	2	2	4
DUSP3 inh	12	23	21	nt	17	18	33	32
CCHFV vOTU inh	-8	4	-7	9	3	21	8	-10
UGM FP inh	-0.8	-0.3	-0.7	-0.7	-1.4	-1.1	2.1	-4.8
Rv3671c inh	-8	-13	-8	-3	-4	-3	0	1

33: O=C(/C=C/c1ccco1)N(c1ccccn1)c1ccccn1
34: O=C(CCNS(=O)(=O)c1ccccc1)NNC(=O)c1cccc(Cl)c1
35: Cc1ccc(C(=O)N/C(=C\c2cccs2)C(=O)N2CCOCC2)cc1C
36: Cc1ccc2c(c1)N(CC(=O)NCCCN1CCOCC1)C(=O)c1cccnc1O2
37: COc1ccc(/C=C2\SC(=S)N(CCC(=O)N3CCOCC3)C2=O)cc1OC
38: COc1cccc(/C(C)=N/Nc2ccc(S(=O)(=O)N3CCCCC3)cn2)c1
39: CCn1c(CNC(=O)c2ccco2)nnc1SCC(=O)Nc1cc(F)ccc1C
40: Cc1nc(N2CCN(C(=O)c3ccco3)CC2)c(C#N)c2c1CCCC2
assay / entry	33	34	35	36	37	38	39	40
FadD28 binding	1.7	1.0	-2.9	0.2	0.4	nt	nt	-0.7
FBA Mtb inh	-2	2	-2	2	3	-2	-2	38*
GDH-TPI inh	13	-1	8	9	9	23	3	11
BoNT-F LC inh	-2	nt	-5	3	1	-2	6	2
BioA inh	nt	0.0	-1.6	-2.3	-2.3	-0.6	7.2	-0.5
MazEF act	5	-1	8	7	-12	-10	5	2
DUSP3 inh	22	nt	6	21	nt	nt	1	-10
CCHFV vOTU inh	9	12	-5	-2	-9	8	-17	-17
UGM FP inh	-2.8	-1.4	-0.5	-1.1	nt	1.5	-1.4	-0.6
Rv3671c inh	3	8	2	-3	nt	-10	-5	1

41: COC(=O)CCCC1=CC2=CC(=O)C(C)(OC(=O)c3cccs3)C(=O)C2=CN1CC1CC1 (stereo not drawn)
42: CC(C)C[C@H](NC(=O)Nc1cccc(C(F)(F)F)c1)C(=O)O
43: Cc1cccc([C@@H]2[C@@H]3C(=O)N(Cc4ccccc4)C(=O)[C@@H]3[C@]3(Cc4ccc(Cl)cc4)C(=O)N(c4ccc(Br)cc4)C(=O)N23)c1
44: COc1cccc(N2CCN(C(=O)C3CCN(S(=O)(=O)c4ccc5c(c4)oc(=O)n5C)CC3)CC2)c1
45: O=C(Cc1ccccc1)N/N=C/c1ccccc1OCc1ccc(Cl)cc1
46: CCOC(=O)c1sc2ncnc(NCC(c3cccs3)N(C)C)c2c1C (stereo not drawn)
47: CC(=O)C1C(c2ccc(Cl)cc2)c2c(noc2C)CC1(C)O (stereo not drawn)
48: CCOC(=O)C1(C(=O)OCC)NC(=O)CC1C (stereo not drawn)
assay / entry	41	42	43	44	45	46	47	48
FadD28 binding	-1.0	-0.3	-5.8	-0.3	-1.5	-3.9	0.3	0.3
FBA Mtb inh	-1	-1	-1	4	1	9	1	0
GDH-TPI inh	5	-5	-1	9	17	6	13	-7
BoNT-F LC inh	-8	-13	-16	-1	1	1	?	5
BioA inh	2.9	0.7	2.4	0.7	1.0	1.0	1.3	nt
MazEF act	5	7	-17	15	11	14	-2	8
DUSP3 inh	11	31	-7	-4	10	23	-18	nt
CCHFV vOTU inh	14	13	-10	9	1	-7	-3	-8
UGM FP inh	0.5	-0.8	-0.9	3.6	3.8	0.2	1.3	nt
Rv3671c inh	-43	-4	-22	-4	-104	-6	2	nt

49: O=C(Nc1ccc2c(c1)OCO2)c1ccc2c(c1)S(=O)(=O)c1ccccc1C2=O
50: CC(C)(C)NC(=O)C(OC(=O)c1cccs1)c1ccccc1 (stereo not drawn)
51: CCN1C/C(=C/c2ccc(N3CCOCC3)cc2)C(=O)/C(=C/c2ccc(N3CCOCC3)cc2)C1
52: CCOC(=O)C1=CCN(S(=O)(=O)c2ccc(C)cc2)C1c1ccc(Cl)c(Cl)c1 (stereo not drawn)
53: CC1(C)C(=O)Nc2ccccc2N1C(=O)COC(=O)CCSc1ccccc1
54: COc1ccc(OCC(=O)Nc2cc(-c3nn(C)c(=O)c4ccccc34)ccc2OC)cc1
55: CN(C)CCCN(C(=O)c1ccco1)c1nc2cc3c(cc2s1)OCO3
56: CN(C)S(=O)(=O)N(CC(=O)Nc1ccc2ccccc2c1)c1ccccc1
57: CSc1ncc(Cl)c(C(=O)NCc2ccc3c(c2)OCO3)n1
assay / entry	49	50	51	52	53	54	55	56	57
FadD28 binding	0.3	-0.5	-1.5	-4.5	-4.5	-0.2	-1.0	-1.6	-2.3
FBA Mtb inh	0	1	-24	-4	1	3	1	3	3
GDH-TPI inh	-5	1	16	nt	8	12	21	2	9
BoNT-F LC inh	-7	1	-8	2	0	29	-4	-20	1
BioA inh	-0.9	nt	nt	3.0	nt	-0.3	0.2	nt	-0.5
MazEF act	-4	-1	-178	nt	-11	-34	7	-4	-24
DUSP3 inh	nt	16	18	nt	0	15	4	9	22
CCHFV vOTU inh	-6	-11	-3	17	-2	-12	4	2	7
UGM FP inh	0.3	0.5	-5.0	nt	1.9	-1.0	-1.7	0.3	-3.9
Rv3671c inh	10	7	-2	nt	-3	-4	-1	5	-5
